Bioassay records deposited in PubChem by several laboratories.
CHRM4 PAM: human M4 muscarinic receptor positive allosteric modulators, primary screen, CHO-K1 cells, Fluo-8 calcium fluorescence; CHO-K1 hM4/Gqi5, ACh EC20; 0% = ACh EC20, 100% = maximal ACh; 0.4% of 360,000 active; activation, % at 3 µM;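 active = activation above its plate's cutoff, the mean activation of sample wells plus 3 SD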; note: some results filed as inactive read as strong as hits
Target sequence (P08173 whole entry, looked up): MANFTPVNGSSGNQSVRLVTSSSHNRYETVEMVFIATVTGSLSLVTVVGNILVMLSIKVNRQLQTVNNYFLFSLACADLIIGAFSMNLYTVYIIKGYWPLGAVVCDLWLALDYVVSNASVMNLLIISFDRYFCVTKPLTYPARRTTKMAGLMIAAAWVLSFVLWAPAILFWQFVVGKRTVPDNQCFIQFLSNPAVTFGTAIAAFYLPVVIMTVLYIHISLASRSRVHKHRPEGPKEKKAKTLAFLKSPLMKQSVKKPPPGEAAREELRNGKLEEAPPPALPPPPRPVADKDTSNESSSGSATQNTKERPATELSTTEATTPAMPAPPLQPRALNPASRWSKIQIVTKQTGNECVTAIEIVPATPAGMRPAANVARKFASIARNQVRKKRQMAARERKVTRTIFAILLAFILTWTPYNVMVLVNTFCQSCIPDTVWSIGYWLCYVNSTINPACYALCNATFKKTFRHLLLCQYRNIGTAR
CRFR2-BP antag: antagonists of CRF-BP/CRF-R2 complex, primary screen, cell-based, HEK293, calcium dye fluorescence, uHTS. 0.59% of 350,000 active. inhibition, % at 11.8 µM. CRF-induced calcium fluorescence;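 active = inhibition of the ligand-induced calcium signal above about 50% at the single tested concentration, limit read from the data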
CRFR2-BP ag: agonists of CRF-BP/CRF-R2 complex, primary screen, cell-based, HEK293, calcium dye fluorescence, uHTS; calcium dye fluorescence (FLIPR); percent of saturating CRF peptide response; activation, % at 13.2 µM; 0.46% of 350,000 active;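 active = activation of at least 50%, plus an integration ratio under a set limit after plate pattern correction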;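 note: plate controls were neutral control wells without compound for no effect and CRF at EC100 for full effect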
MEKK3 PB1 HTS: modulators of MEKK3-MEK5 PB1 binding, primary screen, biochemical, wildtype MEKK3, multiplex bead flow cytometry, Alexa488-MEK5. binding response (% of control), % at 10 µM. AID 1529, 2009. 1.4% of 290,000 active. Mitogen-activated protein kinase kinase kinase 3 (Homo sapiens), Q99759. bead-based flow cytometry, Alexa488-MEK5 binding to MEKK3; actives lie on both sides; 0 = blocked by unlabeled MEK5, 100 = vehicle;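 active = binding response more than 3 SD above or below the average of its plate-row segment, actives on both sides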;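 note: Alexa488 bead fluorescence after subtracting the streptavidin-only scavenger bead signal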
IDE cell activ: human IDE activators in live cells, primary screen, fluorescence polarization, HEK cells, FAbeta-B substrate. Insulin-degrading enzyme (Homo sapiens), P14735. FAbeta-B cleavage; 0% vehicle, 100% cell-free pure enzyme wells. activation, % at 5.96 µM. 0.073% of 340,000 active;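 active = activation above the mean of all tested compounds plus 3 SD, set per screening campaign, cut at about 17% in these data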
p-CIP stab down: p/CIP-EGFP fusion destabilizers, primary screen, fluorescence, F442A cells; 16 h; Q05BA5; 0.01% of 290,000 active; decrease of EGFP signal, % at 10 µM;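 active = EGFP signal decrease of at least 30% at 10 µM or well 3 SD below plate mean, unless failing retest; inactive = the rest, including hits failing retest or dose response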; note: some compounds called inactive have numbers as strong as hits; many of its hits are not listed in these tables
PHOSPHO1 inh: PubChem AID 1565; Phosphoethanolamine/phosphocholine phosphatase (Homo sapiens), Q8TCT1; recombinant PHOSPHO1, absorbance phosphatase assay; inhibition, % at 13.3 µM; 1.1% of 290,000 active; in the data active = inhibition above about 60%
Target sequence (Q8TCT1 whole entry, looked up): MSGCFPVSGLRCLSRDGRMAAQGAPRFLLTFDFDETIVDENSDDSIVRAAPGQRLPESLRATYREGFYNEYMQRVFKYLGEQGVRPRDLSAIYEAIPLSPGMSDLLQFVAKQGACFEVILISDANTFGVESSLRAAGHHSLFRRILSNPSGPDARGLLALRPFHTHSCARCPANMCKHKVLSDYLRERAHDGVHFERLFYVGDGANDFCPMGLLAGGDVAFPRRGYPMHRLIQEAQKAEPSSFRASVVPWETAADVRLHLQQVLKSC
GalR3 antag: GalR3 antagonists in HEK293 cells, primary screen, cell-based, fluorescence readout; Galanin receptor type 3 (Homo sapiens), O60755; HEK293 GalR3-CNG cAMP membrane potential fluorescence; galR3 body fused to GalR1 C-terminus; inhibition, % at 3 µM; 0.44% of 360,000 active;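 active = inhibition above the screen-wide average plus 3 SD, cut at about 13% in these data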;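 note: forskolin and galanin both at EC90 stimulate the cells; cAMP rise reported by CNG channel membrane potential dye signal; 0% = forskolin plus galanin with DMSO and 100% = forskolin alone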
Target sequence (O60755 1-299 limits assumed): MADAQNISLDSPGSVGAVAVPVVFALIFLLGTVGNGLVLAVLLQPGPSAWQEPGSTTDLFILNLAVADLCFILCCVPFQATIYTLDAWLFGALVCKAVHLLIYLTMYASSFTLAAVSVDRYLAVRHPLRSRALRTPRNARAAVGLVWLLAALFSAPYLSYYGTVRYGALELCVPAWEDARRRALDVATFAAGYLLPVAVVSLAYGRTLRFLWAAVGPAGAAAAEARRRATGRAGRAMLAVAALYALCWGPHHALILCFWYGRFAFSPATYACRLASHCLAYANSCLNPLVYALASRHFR
IDE inh: human IDE inhibitors in live cells, primary screen, fluorescence polarization, HEK cells, FAbetaB substrate; Insulin-degrading enzyme (Homo sapiens), P14735; 0.41% of 320,000 active; AID 434962, 2010; FAbetaB cleavage; inhibition, % at 5.59 µM;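 active = percent inhibition above the average of all tested compounds plus 3 SD, set per screening campaign, cut at about 16% in these data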;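 note: IDE supplied by intact live HEK cells; FP after avidin binding of uncleaved biotin substrate so inhibition keeps polarization high; 0% = DMSO wells and 100% = 60 µM reference IDE inhibitor Ii1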
The depositor's hits bear a star; . = no result given; & = joins results of further samples.

SMILES	CHRM4 PAM	CRFR2-BP antag	CRFR2-BP ag	MEKK3 PB1 HTS	IDE cell activ	p-CIP stab down	PHOSPHO1 inh	GalR3 antag	IDE inh
CCOC(=O)C1(Cc2ccccc2)CCN(Cc2ccc(C)s2)CC1	-11	-7	-0.5	102	-1	-11	41	-5	-2
Cc1ccc(-n2cc(CN3CCN(C(=O)c4ncn[nH]4)CC3)c(-c3ccc(F)cc3)n2)cc1	-2	0	-0.1	80	9	-1	32	-1	-2
Cn1cc(C(=O)NCN2CCCCC2)c2ccccc21	-6	-20	-0.1	.	4	3	-9	-4	0
CS(=O)(=O)Nc1cccc(C2=NN(S(C)(=O)=O)C(c3ccc4c(c3)OCO4)C2)c1 (centres undefined)	-5	1	-0.2	111	0	-6	3	1	4
COc1cc(-c2nnc(-c3cccs3)o2)cc(OC)c1OC	4	0	-1.8	86	5	1	-25	-5	3
COc1ccc(S(=O)(=O)NCC2CCCO2)cc1Cl (centres undefined)	0	3	-0.9	100	5	-3	24	-1	-9
CC/C(=N\NC(=O)Cc1ccc(Br)cc1)c1cccs1	0	1	-0.3	99	2	-6	2	-4	.
CCOC(=O)/C=C/c1ccc2oc3ccccc3c(=O)c2c1	-5	3	-2.0	102	5	4	-2	-2	6
Cc1ncc([N+](=O)[O-])n1CC(=O)Nc1ccccc1F	11	-5	-1.6	105	3	-9	25	-3	-1
O=C1NCCCCC1NS(=O)(=O)c1cccc(C(F)(F)F)c1 (centres undefined)	-2	4	-2.9	101	0	1	39	-9	-2
CC1CC(=O)c2cnc(N)nc2C1 (centres undefined)	0	11	0.0	102	3	-13	-12	-5	-3
CSc1ncccc1C(=O)OCc1cccc([N+](=O)[O-])c1	-8	8	-3.7	102	-3	2	-8	-1	2
Cc1ccccc1NC(=O)C1CCCN(S(=O)(=O)c2cccc3cccnc23)C1 (centres undefined)	-8	-23	-3.8	98	1	-5	-14	1	4
Nc1cccc2c1C(=O)N(Cc1nnc(-c3ccccc3Br)o1)C2=O	3	-43	14	99	3	0	31	-8	5
O=C(OCCN1CCCC1=O)c1cc(F)c(F)c(F)c1F	1	24	-1.2	100	3	-1	-9	-4	-2
CC(C)(C)NS(=O)(=O)c1ccc(OCC(=O)NCCC2=CCCCC2)cc1	-1	-38	-0.5	106	3	-4	20	1	4
COc1ccc2c(C)cc(SCC#N)nc2c1	5	7	2.0	102	5	-9	3	.	-1
CC1Cc2ccccc2N1S(=O)(=O)c1cccc(C(=O)NC2CC2)c1 (centres undefined)	2	5	0.0	88	0	-9	-18	-4	-3
COc1ccc(C(=O)NCC(=O)Nc2ccc(-c3ccccc3)cc2)cc1	-6	11	1.4	97	-1	-4	-26	-6	-1
O=C(COC(=O)/C=C/c1cccs1)Nc1ccc(F)cc1	4	4	-0.6	.	1	.	.	-7	-4
CC1(C)Cc2c(sc3c2c(=O)n(-c2ccc(Cl)cc2)c(=O)n3CC(N)=O)CO1	-4	-16	0.8	99	-3	-15	24	-1	-1
Cc1ccc2nc(SCC(=O)N(CC(C)C)c3c(N)n(CC(C)C)c(=O)[nH]c3=O)[nH]c2c1	1	19	0.3	91	4	-3	12	-1	-5
O=C(C[C@H]1C/C=C\CC[C@@H](Cc2ccc(F)cc2)C(=O)OC[C@H]2CCCN2C1=O)N[C@H](CO)Cc1ccccc1	-2	30	0.9	.	0	.	.	-6	-2
CC(=O)Nc1ccc(Oc2cnccn2)cc1	1	23	-1.9	103	5	-1	-21	-1	-4
C[C@H]1COC(=O)[C@H](CC(=O)OC(C)(C)C)C/C=C\C[C@@H](CC(=O)N[C@@H](CO)Cc2ccccc2)C(=O)N1	5	5	0.1	.	3	.	.	-5	2
(further entries)
SMILES	CHRM4 PAM	CRFR2-BP antag	CRFR2-BP ag	MEKK3 PB1 HTS	IDE cell activ	p-CIP stab down	PHOSPHO1 inh	GalR3 antag	IDE inh
CCOC(=O)c1cnc2ccc(Cl)cc2c1N1CCN(C)CC1	1	-3	0.8	97	-3	-7	-14	0	-5
O=C(CCCN1CCN(c2ccccn2)CC1)c1ccc(F)cc1	3	-6	0.7	.	-3	.	.	-3	0
CCCn1cc(SCC(=O)NCc2ccc3c(c2)OCO3)c2ccccc21	-10	5	-4.4	110	-6	6	30	.	1
Cc1ccc(-n2cc(CNCCn3nc(C)cc3C)c(-c3ccc(F)cc3)n2)cc1	-3	-109	5.1	99	3	-4	-6	-2	7
NC(=O)CSc1nnc(-c2cccc(S(=O)(=O)N3CCCCC3)c2)o1	-5	7	0.9	95	3	-9	-1	1	-6
CCOC(=O)Cc1ncccc1C(=O)Nc1ccc(OC)cc1	8	25	1.0	107	9	-6	28	-1	1
CN(C(=O)COC(=O)C1COc2ccccc2O1)c1c(N)n(Cc2ccccc2)c(=O)[nH]c1=O (centres undefined)	9	2	0.0	.	4	.	.	-3	4
COc1ccc(C2=NN(CCC(=O)NC3CCCCCC3)C(=O)CC2)cc1	1	-4	-1.2	99	1	-2	40	-7	-1
CCOCCCNC(=O)CN1C(=O)COc2ccc(S(=O)(=O)N3CC(C)CC(C)C3)cc21 (centres undefined)	8	-6	0.2	103	4	4	48	0	0
CC(OC(=O)CN1C(=O)NC2(CCCCC2C)C1=O)c1ccccc1 (centres undefined)	5	-1	0.6	.	2	.	.	-1	-3
CC(C)CN1CCC(=O)N([C@H](COc2ccccc2)c2ccccc2)CC1	-3	2	0.1	99	3	1	4	-5	-3
O=C(Cn1cc(F)c(=O)[nH]c1=O)NCCO	-3	2	3.7	108	-1	21	16	-4	-5
Cc1cc(C)c2[nH]c(=O)c(C(c3nnnn3CC3CCCO3)N3CCCC(C)C3)cc2c1 (centres undefined)	7	-2	0.7	101	-3	-7	4	-4	1
CCOc1ccc2[nH]c(=O)c(CN(CCO)C(=O)c3ccc(OC)c(OC)c3)cc2c1	-3	22	-2.1	106	4	1	16	-6	2
COC(=O)CC1COc2ccccc2N1C(=O)c1cccc(C(F)(F)F)c1 (centres undefined)	1	-5	0.1	102	5	-2	24	-2	-1
CN1CCN(c2ccc(NC(=O)COc3cccc4ccccc34)cc2)CC1	0	-11	0.1	101	5	-5	10	-5	6
CCn1ccnc1[C@@H]1C[C@H]2CN(Cc3ccccc3OC)C(=O)[C@]23CCCN13	-1	1	-0.1	100	4	10	14	5	-8
NC(=O)CSc1oc(-c2ccc(F)cc2)nc1S(=O)(=O)c1ccccc1	0	-5	-2.5	93	5	-10	21	1	-13
CC(C)c1onc(C(=O)N(C)C2CCCCC2)c1[N+](=O)[O-]	5	4	-1.9	102	-1	5	-4	-8	2
CN1N=C(C(C)(C)C)CSC1=Nc1ccc(F)cc1	10	0	-1.0	101	6	-6	8	-3	-4
CCOC(=O)Cc1csc(NC(=O)c2cc3ccccc3o2)n1	-9	4	-1.9	103	1	9	10	-2	5
O=C(COC(=O)COc1cccc(F)c1)NCCC1=CCCCC1	-1	34	0.0	102	1	-15	12	-7	4
O=C(CSc1nc2ncccc2[nH]1)Nc1ccc2c(c1)OCCO2	-3	5	-2.0	102	-3	0	35	1	6
CC(=O)Nc1ccc(S(=O)(=O)N[C@@H](C)C(=O)N(C)Cc2cccs2)cc1	11	1	0.5	.	0	.	.	-1	4
Cc1nnc(N/N=C/c2ccco2)n1N	7	-1	-0.5	96	4	15	-13	6	5
New compounds follow.
SMILES	CHRM4 PAM	CRFR2-BP antag	CRFR2-BP ag	MEKK3 PB1 HTS	IDE cell activ	p-CIP stab down	PHOSPHO1 inh	GalR3 antag	IDE inh
CC(=O)c1cccc(NC(=O)COc2cc3oc(=O)c(CC(C)O)c(C)c3cc2Cl)c1 (centres undefined)	-4	-8	-0.2	108	0	1	4	6	6
C/C(CC(=O)Nc1ccc(F)cc1)=N\NC(=O)Cc1csc(N)n1	12	-5	5.5	106	-4	5	-9	2	3
O=C1CC(c2ccc(O)cc2)Oc2cc(O)cc(O)c21 (centres undefined)	-2	14	-1.6	110&90	-1	-5	-4	1	9
Cc1ccc(NS(=O)(=O)c2c(C)[nH]c(=O)[nH]c2=O)c(C)c1	-4	16	-1.0	98	3	-3	38	-8	.
COc1cc(C)ccc1OCC(=O)Nc1ccccc1N1CCOCC1	-4	-4	2.8	.	3	.	.	-4	-3
COc1ccc(C(=O)Cc2cc3ccccc3oc2=O)cc1	-3	0	0.0	98	4	-11	42	-11	2
Cc1ccccc1-c1ccc(/C=C2/SC(N3CCOCC3)=NC2=O)o1	-4	-13	0.7	105	3	-17	20	-1	4
Cc1c(C(=O)NCCc2ccccc2)oc2ccc(S(=O)(=O)N3CCC4(CC3)OCCO4)cc12	-10	-7	-1.4	106	3	-13	54	-2	4
COc1ccc(OC)c(/C=C/c2ccc3cccc(O)c3n2)c1	-8	.	.	107	4	-8	1	-9	5
Cc1ccc(N2N=C(c3ccc(F)cc3)CC2c2ccco2)cc1 (centres undefined)	-1	-2	-0.2	100	0	6	-15	-6	-3
COc1cc(S(=O)(=O)NCc2ccccn2)ccc1Cl	0	-1	0.8	101	1	-20	-7	2	0
c1cc(-n2nnc3cnccc32)ccn1	-3	-3	1.5	90	6	5	-10	-1	7
Cc1ccc(-n2c(C)nnc2SCC(=O)NC2CC2)cc1	0	-1	1.3	98	4	-8	-1	0	1
O=C(Nc1cccnc1)c1ccc(S(=O)(=O)c2ccc(Cl)cc2)cc1	-12	16	-3.1	102	-1	-12	-8	-6	3
CCNc1nc2c(c(=O)n(Cc3ccccc3)c(=O)n2C)n1Cc1ccccc1	-7	-5	1.5	104	5	5	-36	-7	-7
CC(C)CN1C(=O)/C(=C(/C#N)C(=O)NC2CCCCC2)c2ccccc21	-15	-5	-2.4	97	-7	-40	17	2	8
COc1cccc(N2CCN(Cc3ccco3)CC2)c1	-1	14	-0.7	107	4	1	47	-3	.
COc1cc(OC)cc(C(=O)Nc2ccccc2-c2nnn(CC(=O)Nc3cc(C)on3)n2)c1	3	7	5.4	100	-5	-1	32	-8	3
CCN(Cc1ccccc1)S(=O)(=O)c1ccc(C(=O)N(CCCN(C)C)c2nc3cc(C)cc(C)c3s2)cc1	0	-5	-0.1	.	10	.	.	-4	11
CCn1c(SCC(=O)Nc2ccccc2OC)nc2ccccc2c1=O	2	18	-2.0	107	3	0	-4	4	2
c1ccc(CN2CCOCCOCCOCC2)cc1	0	-9	-0.2	99	2	-13	-3	-3	-1
CC(C)(C)n1ncc2c(=O)n(CC(=O)Nc3ccc4c(c3)OCCO4)cnc21	-7	24	-2.2	100	-1	5	-6	-5	-2
Cc1cccc(NC(=O)Nc2c(C)n(C)n(-c3ccccc3)c2=O)c1C	4	-14	-0.9	100	4	-4	47	-2	1
O=C(Nc1ccc2nc(-c3cccs3)c(-c3cccs3)nc2c1)N1CCOCC1	-36	-38	2.3	93	-11	-20	14	-7	-5

4 compounds out of the list, sorted by heavy-atom count, high to low.
SMILES	CHRM4 PAM	CRFR2-BP antag	CRFR2-BP ag	MEKK3 PB1 HTS	IDE cell activ	p-CIP stab down	PHOSPHO1 inh	GalR3 antag	IDE inh
COc1cc(OC)cc(C(=O)Nc2ccccc2-c2nnn(CC(=O)Nc3cc(C)on3)n2)c1	3	7	5.4	100	-5	-1	32	-8	3
CCn1c(SCC(=O)Nc2ccccc2OC)nc2ccccc2c1=O	2	18	-2.0	107	3	0	-4	4	2
COc1ccc(C(=O)Cc2cc3ccccc3oc2=O)cc1	-3	0	0.0	98	4	-11	42	-11	2
O=C1CC(c2ccc(O)cc2)Oc2cc(O)cc(O)c21 (centres undefined)	-2	14	-1.6	110&90	-1	-5	-4	1	9
